Screening results from PubChem BioAssay.
Tb MetRS inh – T. brucei MetRS inhibitors, primary screen, biochemical, luminescence; AID 624268, 2012; 0.4% of 360,000 active; inhibition, % at 11.9 µM; purified T. brucei MetRS, ATP depletion, Kinase-Glo luminescence; methionyl-tRNA synthetase (Trypanosoma brucei brucei);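 active = inhibition above a per-plate cutoff of the control wells' mean inhibition plus 3 SD, cut at about 5.5% in these data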;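 also: 0% = DMSO wells median and 100% = median of wells with control inhibitor compound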
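Material: parasite MetRS enzyme / Replication: singlicate, one well per compound / Signal: luminescence of leftover ATP / Schedule: 2 h aminoacylation at 25 °C after 15 min preincubation / Medium: HEPES-MgCl2-KCl buffer plus DTT, spermine, BSA, pyrophosphatase / Doses: 11.9 µM single point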
DNMT1 block – human DNMT1 methyltransferase inhibitors, primary screen, biochemical, molecular beacon, fluorescence, HinP1I cleavage, uHTS | DNA (cytosine-5)-methyltransferase 1 (Homo sapiens), P26358 | inhibition (reported as % activation of signal), % at 10 µM | 0.83% of 360,000 active | AID 588458, 2011; in the data active = inhibition above about 50%
Scp-1 inhibitor – Scp-1 phosphatase inhibitors, primary screen, biochemical, colorimetric, uHTS. inhibition, % at 20 µM. 0.88% of 340,000 active. Recombinant Scp1, phosphopeptide, malachite green phosphate absorbance;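 active = inhibition above about 50% at 20 µM, limit read from the data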;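 also: plate controls were DMSO wells with enzyme for no effect and wells lacking enzyme for full effect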
Target sequence (Q9GZU7 76-261 limits assumed): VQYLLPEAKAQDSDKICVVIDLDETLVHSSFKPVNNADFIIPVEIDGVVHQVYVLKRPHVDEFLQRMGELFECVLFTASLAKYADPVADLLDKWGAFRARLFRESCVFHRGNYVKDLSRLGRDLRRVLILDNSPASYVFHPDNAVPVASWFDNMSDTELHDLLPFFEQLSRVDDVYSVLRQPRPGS
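Times: enzyme reaction 45 min at room temperature, colour 5 min, stabilisation 30 min. Material: SCP-1 catalytic fragment, aa 76-261. Medium: Acidic Tris acetate buffer with magnesium and detergent. Signal: colorimetric free-phosphate detection, absorbance 630 nm. Read-out basis: % inhibition of SCP-1 phosphate liberation. Reagent: Phosphorylated 17-residue peptide substrate.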
LMPTP inh – LMPTP phosphatase inhibitors, primary screen, biochemical, fluorescence intensity, uHTS; recombinant LMPTP-A, OMFP fluorogenic substrate; inhibition, % at 20 µM; 0.22% of 360,000 active;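 active = compounds that cut the enzyme signal by at least half of the control window in the single-dose screen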;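 also: plate controls were DMSO wells with enzyme plus substrate for no effect and substrate without enzyme for full effect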
Target sequence (P24666 whole entry, looked up): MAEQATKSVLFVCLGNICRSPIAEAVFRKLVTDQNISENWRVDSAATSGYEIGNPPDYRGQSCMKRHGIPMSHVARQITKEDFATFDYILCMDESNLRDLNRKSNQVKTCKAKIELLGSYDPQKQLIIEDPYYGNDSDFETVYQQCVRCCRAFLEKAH
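Material: LMPTP-A; amount: 0.625 nM enzyme; doses: single 20 µM dose; times: reaction 50 min, room temperature, dark; technique: fluorescence intensity of OMFP turnover product; benchmarks: no-enzyme and uninhibited controls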
SKN-1 block – suppressors of acrylamide-induced Pgst-4::GFP reporter in worms, primary screen, SKN-1 inhibitor project, whole organism, uHTS, GFP/RFP fluorescence ratio, strain VP596; inhibition, % at 21.8 µM; C. elegans VP596 Pgst-4::GFP/RFP ratio, 24 h; AID 624304, 2012; 0.49% of 360,000 active;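 active = interference check ratio from 0.5 to 1.5 plus GFP to RFP signal ratio inhibition reaching or exceeding a fixed threshold, cut at about 30% in these data, passing the limit was not always enough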; also: some compounds called inactive have numbers as strong as hits
NRP1-CendR mod – modulators of CendR peptide binding to NRP-1, primary screen, biochemical, fluorescence polarization, uHTS. Neuropilin-1 (Homo sapiens), O14786. FAM-RPARPAR peptide binding to NRP-1. inhibition, % at 25 µM. 0.85% of 360,000 active. AID 602438, 2012;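 active = inhibition or corrected inhibition above about 18%, plus a signal ratio from 0.5 to 1.5, limit read from the data, passing the limit was not always enough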; also: strong numbers were not always called active
Neddyl block – inhibitors of cullin neddylation, primary screen, biochemical, TR-FRET, uHTS, NAE and Ubc12. NEDD8-conjugating enzyme Ubc12 (Homo sapiens) + NEDD8-activating enzyme E1 regulatory …. calls only at 25 µM. 0.58% of 360,000 active; in the data active = inhibition above about 36%
SUMO1-SIM PPI – modulators of SUMO1 protein-protein interactions, primary screen, biochemical, uHTS | SUMO1 binding to a labelled peptide, TR-FRET, 1 h | inhibition, % at 20 µM | 0.33% of 360,000 active; in the data active = inhibition above about 37%
Target sequence (P63165 whole entry, looked up): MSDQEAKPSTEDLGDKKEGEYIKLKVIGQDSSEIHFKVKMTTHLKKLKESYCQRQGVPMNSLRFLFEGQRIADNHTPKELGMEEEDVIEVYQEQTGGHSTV
STEP block – STEP phosphatase inhibitors, primary screen, biochemical, fluorescence intensity, uHTS. Tyrosine-protein phosphatase non-receptor type 5 (Homo sapiens), P54829. recombinant STEP, OMFP fluorogenic substrate. inhibition, % at 20 µM. 0.25% of 360,000 active. AID 588621, 2011;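 active = inhibition at 20 µM, scaled per plate between control wells, above about 37%, limit read from the data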;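 also: 0% = DMSO with enzyme and substrate and 100% = substrate only without enzyme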
Target sequence (P54829 whole entry, looked up): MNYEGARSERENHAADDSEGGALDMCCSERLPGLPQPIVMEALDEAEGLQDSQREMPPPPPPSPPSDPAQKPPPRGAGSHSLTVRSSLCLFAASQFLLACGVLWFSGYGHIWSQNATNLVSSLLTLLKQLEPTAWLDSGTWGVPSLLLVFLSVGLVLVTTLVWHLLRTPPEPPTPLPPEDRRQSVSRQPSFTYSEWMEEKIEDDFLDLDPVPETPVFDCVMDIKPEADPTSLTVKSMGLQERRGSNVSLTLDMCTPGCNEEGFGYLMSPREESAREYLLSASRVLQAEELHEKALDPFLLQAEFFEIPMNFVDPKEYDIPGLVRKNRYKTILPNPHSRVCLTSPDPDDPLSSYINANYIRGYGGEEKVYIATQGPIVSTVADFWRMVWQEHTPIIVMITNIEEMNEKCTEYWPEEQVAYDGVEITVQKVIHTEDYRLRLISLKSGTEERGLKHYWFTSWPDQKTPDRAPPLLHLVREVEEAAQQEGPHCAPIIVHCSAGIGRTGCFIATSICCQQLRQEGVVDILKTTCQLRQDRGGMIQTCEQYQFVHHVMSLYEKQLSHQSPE
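Also added – OMFP at 25 µM · Test system – STEP tyrosine phosphatase · Technique – FITC-channel fluorescence of OMFP product · Schedule – 20 min at room temperature, dark · Evaluation – control-normalized % inhibition with plate pattern correction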
NadD block – inhibitors of S. aureus NadD, primary screen, biochemical, colorimetric, uHTS | Nicotinate-nucleotide adenylyltransferase NadD (Staphylococcus aureus N315) | purified NadD enzyme, colorimetric absorbance read-out | inhibition, % at 20 µM | 0.78% of 360,000 active | AID 602399, 2012; in the data active = inhibition above about 26%; also: some compounds past the cut are filed as inactive
The depositor's hits bear a star; i = inactive; . = no result given; & = joins results of further samples.

SMILES	Tb MetRS inh	DNMT1 block	Scp-1 inhibitor	LMPTP inh	SKN-1 block	NRP1-CendR mod	Neddyl block	SUMO1-SIM PPI	STEP block	NadD block
COC(=O)CCC(=O)N1CCCC(CO)(Cc2ccccc2C)C1 (stereo not drawn)	-0.6	-1	-4	-1.6	0	7	i	-3	2	0
O=C(N/N=C/c1ccc[nH]1)c1ccccc1OCc1ccc(F)cc1	-0.3	-3	2	-0.7	8	-8	i	-1	0	-3
O=C(CSc1nnc(NC(=O)c2ccccc2F)s1)Nc1ccccc1F	-0.7	2	-6	0.1	6	-4	i	2	-2	-10
O=C(CC1SC(N2CCCCC2)=NC1=O)Nc1ccc(C(=O)O)cc1 (stereo not drawn)	0.2	6	-2	-1.3	-2	-11	i	4	0	-2
CC1(C(=O)N2CCN(Cc3ccccc3Cl)CC2)CC1(Cl)Cl (stereo not drawn)	-0.8	-3	-5	-0.1	6	5	i	8	-3	-6
CC1=CC(C)(C)N=C(NC#N)N1	0.0	1	-2	-0.8	1	-4	i	1	-2	1
O=C(NCc1ccccc1Br)c1cccc2c1C(=O)c1ccc(-c3ccc(OC(F)(F)F)cc3)cc1S2(=O)=O	-0.2	12	0	-1.9	-3	1	i	15	4	27
COc1cc(OC)cc(C(=O)Nc2nc3ccccc3[nH]2)c1	-0.1	-11	-3	0.3	13	-2	i	3	10	-4
O=C(Cc1ccccc1Cl)Nc1nc2ccccc2[nH]1	0.5	-1	-10	0.2	2	0	i	-3	5	-5
Clc1ccccc1Nc1nnc(-c2ccncc2)s1	-4.3	-3	-8	-0.7	-6	-3	i	-11	0	-1
COc1ccc(CC(=O)OCc2cc3ccccc3[nH]c2=O)cc1	0.0	1	3	-1.0	-2	25*	i	1	-2	-8
CN(CCc1ccccc1)C(CCc1ccccc1)C(=O)Nc1ccc2c(c1)OCCO2 (stereo not drawn)	-1.1	-3	.	2.3	-5	5	i	5	2	-10
N#Cc1cccc(NC(=O)c2cncn2-c2ccccc2)c1	0.3	2	-8	-1.4	-7	9	i	5	-1	-2
CCc1nc2c(OCCc3cccc(OC)c3)cccn2c1N(C)C(=O)c1ccc(OC)cc1	0.0	-9	.	0.9	-15	-2	i	0	4	2
CCCc1nc(SCC(=O)N2CCC(Cc3ccccc3)CC2)c2c(=O)n(C)c(=O)n(C)c2n1	-1.4	-1	-12	11	-16	-8	i	13	11	7
O=C(C1=C[C@H](C2CC2)C[C@H](OCCCCO)O1)N1CCN(Cc2ccc3c(c2)OCO3)CC1	-0.4	-1	0	-2.4	-3	-6	i	2	2	-1
c1ccc(-c2noc(COc3ccc4c(c3)OCO4)n2)cc1	-0.1	-12	-12	3.7	10	21	i	-2	-1	-9
CC(=O)c1ccc(N/N=C2/CCCNC2=O)cc1	0.1	-1	11	-0.3	-6	-3	i	-9	0	1
CCCN1C2=C(C(=O)CCC2)C(c2ccc(O)c(Br)c2)C2=C1CCCC2=O	0.8	-14	-2	0.0	11	21	i	-8	-2	2
CCOC(=O)c1[nH]c(C)c(C(=O)NC)c1C	0.3	1	-4	-0.2	-3	4	i	3	1	1
OCC[C@H]1C[C@@H](O)[C@H](O)[C@]2(CCCc3ccccc3O2)O1	-0.1	6	-5	-0.4	16	0	i	-13	-1	3
O=C(Cc1ccc(NC2=NC3CS(=O)(=O)CC3S2)cc1)NCCc1ccccc1 (stereo not drawn)	-0.7	3	2	-1.3	0	1	i	-3	1	-1
CCCOc1ccc(CSC(CC(=O)O)C(=O)O)cc1 (stereo not drawn)	-0.6	3	-8	-1.9	-18	0	i	0	1	-7
CC1=CC(C)(C)NC(=S)N1c1ccc2ccccc2c1	-0.4&-0.5	-1&4	-5&7	-2.3&-0.3	4&4	10&7	i	-4&1	-2&0	4&-2
COCCCNC(=O)CN1C(=O)/C(=C/c2ccccc2)Sc2ccccc21	0.6	1	-4	-0.3	0	-1	i	-21	-2	-1

Copied from the list:
Reading of COc1ccc(CC(=O)OCc2cc3ccccc3[nH]c2=O)cc1 in SUMO1-SIM PPI: 1
Reading of CCCOc1ccc(CSC(CC(=O)O)C(=O)O)cc1 (stereo not drawn) in STEP block: 1

Next entries follow.
SMILES	Tb MetRS inh	DNMT1 block	Scp-1 inhibitor	LMPTP inh	SKN-1 block	NRP1-CendR mod	Neddyl block	SUMO1-SIM PPI	STEP block	NadD block
COc1ccc(NC(=O)CSc2nc3ccccc3nc2N2CCCCC2)cc1	-0.7	-10	-5	4.0	-9	2	i	1	0	-2
CC(C)c1ccc(NC(=O)Cn2ncn3c(cc4ccccc43)c2=O)cc1	-0.1	-15	-11	0.8	15	-3	i	6	-1	7
O=C1C2C3C=CC(C3)C2C(=O)N1CCN1CCN(Cc2ccc([N+](=O)[O-])cc2)CC1 (stereo not drawn)	1.0	1	-3	-1.9	2	-13	i	-12	1	-2
O=S(=O)(c1ccc2ccccc2c1)N1CCN=C1SCc1cccnc1	-0.4	-3	-2	-0.1	9	6	i	-2	5	-1
CC1([N+](=O)[O-])COC2(CCCCC2)OC1	-0.3	6	-4	-1.2	21	13	i	-1	3	-2
C/C=C(/C)C(=O)Nc1cccc(C2=NOC3(C2)C[C@@H](C(N)=O)N(C(=O)c2ccc(OC)cc2)C3)c1 (stereo partly drawn)	-0.1	3	0	0.4	11	-12	i	2	2	2
CC(C)(C)NC(=O)C(=O)NC(=O)c1c(F)cccc1Cl	.	3	-10	-3.2	1	-3	i	0	1	-4
COc1ccccc1N=c1oc2c(OC)cccc2cc1C(=O)NCc1ccco1	-0.1	-2	3	-0.7	27	-21	i	-15	-3	-4
CC(NC(=S)NC1CCCCC1)c1ccccc1 (stereo not drawn)	-0.1	-5	6	0.0	21	-6	i	3	0	4
COc1ccc(-c2cc(C)no2)cc1S(=O)(=O)N1CCN(c2cccc(C)c2)C(C)C1 (stereo not drawn)	-0.3	-5	-2	5.4	18	-9	i	6	4	2
COc1ccc(OC(=O)N2CCOCC2)cc1	-0.2	-1	-2	-2.6	-3	9	i	3	1	-3
COc1cc2c(cc1NC(=O)C(c1ccccc1)c1ccccc1)CCCC2	-0.7	-8	-16	6.9	12	13	i	1	4	-10
NC(=O)c1ccc(/C(N)=N/S(=O)(=O)c2cc(C(F)(F)F)cc(C(F)(F)F)c2)cc1	-0.8	12	-10	1.0	5	4	i	-5	-1	-7
CC(=O)Oc1ccc2occ(C(=O)c3cccs3)c2c1	0.2	1	-6	1.1	28	0	i	1	-5	-6
COc1ccc(Oc2ccc(C(F)(F)F)cc2NC(=O)c2ccc(C)cc2)cc1	-0.4	0	-7	3.5	-6	0	i	3	4	0
CCOc1ccc(CCNC(=O)Cn2nc(C)n3cccc3c2=O)cc1OCC	-0.2	2	-5	-6.0	-4	15	i	6	2	-1
COc1ccc(CCNC(=O)C2CCCN(c3nc4ccccc4s3)C2)cc1OC (stereo not drawn)	-0.4	0	-7	0.0	14	8	i	6	2	1
CS(=O)(=O)c1ccc(NCCN2CCOCC2)c([N+](=O)[O-])c1	-0.3	0	-8	1.3	9	9	i	-40	0	-2
CC1(C)OC(=O)C(=CNn2cnc3ccccc3c2=O)C(=O)O1	-0.1	9	-2	-0.7	10	-3	i	14	-3	0
COC(=O)[C@@H](Cc1ccccc1)NC(=O)NCCc1ccc(OC)c(OC)c1	-0.5	1	-4	-0.3	18	2	i	-4	0	1
CC1(C)Oc2ccc3ccc(=O)oc3c2/C(=C/NC2CCCCC2)C1=O	-1.4	4	-9	2.9	-28	-8	i	-15	1	-7
COc1cc(OC)cc(C(=O)NNC(=O)CCC(=O)c2cc(C)sc2C)c1	0.0	3	-5	-0.9	9	9	i	0	1	0
CC(=O)Oc1ccc(CCC(C)OC(C)=O)cc1 (stereo not drawn)	-0.3	0	-3	-0.9	8	3	i	2	-2	-5
COc1ccc(C2C(C#N)=C(N)Oc3cc(O)ccc32)cc1 (stereo not drawn)	-2.0	-2	-7	0.3	12	1	i	-7	-2	-7
COc1cccc(CNC(=O)C2CCN(S(=O)(=O)N3CCC4(CC3)OCCO4)CC2)c1	-1.4	3	3	-0.9	-5	6	i	3	-1	0
(more compounds)
SMILES	Tb MetRS inh	DNMT1 block	Scp-1 inhibitor	LMPTP inh	SKN-1 block	NRP1-CendR mod	Neddyl block	SUMO1-SIM PPI	STEP block	NadD block
N#Cc1ccccc1OCC(=O)OCC(=O)NC1CCCC1	-0.3	-2	10	-0.9	13	-1	i	-2	-1	2
CCOc1cc(C(=O)N/N=C/C(Br)=C/c2ccccc2)cc(OCC)c1OCC	-0.4	-11	-4	-27	4	-1	i	-3	1	7
CC(=O)N(c1ccc2oc(=O)sc2c1)S(=O)(=O)c1cccs1	-0.1	-4	-7	0.0	6	12	i	-3	5	6
COc1cc(C(=O)Nc2c(C)cc(C)cc2C)c(Br)c(OC)c1OC	-0.6	0	-5	-1.1	13	1	i	-2	-1	-4
O=C(NCc1ccccc1)C12CC3CC(CC(C3)C1)C2	-0.2	0	-7	-1.1	14	10	i	3	-1	-4
COc1ccc(Cl)cc1N(C)C(=O)CCNC(=O)Cn1cnc2ccccc2c1=O	-1.2	-2	-2	0.4	8	-1	i	9	-1	-1
CCCCC1C(=O)NN(c2ccccc2)C1=O (stereo not drawn)	-0.2	-3	-5	-0.9	-3	14	i	4	-1	2

Among those listed so far, these have two or more sulfur atoms:
SMILES	Tb MetRS inh	DNMT1 block	Scp-1 inhibitor	LMPTP inh	SKN-1 block	NRP1-CendR mod	Neddyl block	SUMO1-SIM PPI	STEP block	NadD block
O=C(CSc1nnc(NC(=O)c2ccccc2F)s1)Nc1ccccc1F	-0.7	2	-6	0.1	6	-4	i	2	-2	-10
O=C(Cc1ccc(NC2=NC3CS(=O)(=O)CC3S2)cc1)NCCc1ccccc1 (stereo not drawn)	-0.7	3	2	-1.3	0	1	i	-3	1	-1
O=S(=O)(c1ccc2ccccc2c1)N1CCN=C1SCc1cccnc1	-0.4	-3	-2	-0.1	9	6	i	-2	5	-1
CC(=O)N(c1ccc2oc(=O)sc2c1)S(=O)(=O)c1cccs1	-0.1	-4	-7	0.0	6	12	i	-3	5	6

The order is random (roughly 4.6% active in at least one column).
